# uPA surface inh – qHTS for Inhibitors of Cell Surface uPA Generation | cell surface uPA generation assay, qHTS | Potency, µM (top dose mostly 38.3 µM), inactives show top-dose activity change, negative = inhibition, actives largely listed as inhibitors | actives 0.31% (n = 330,000) | AID 540303, 2011; active = well fitted inhibition curve with a large enough effect; inconclusive = small, poorly fitted or top-dose-only effect; inactive = no such curve, though single readings can be large or run the other way; tested in mouse RAW 264.7 cells; also: % is scaled to controls: 0 for no effect and ±100 for the full control effect; nearly all actives have a fitted effect of over 55% in size
# p53 reactivation – qHTS assay for re-activators of p53 using a Luc reporter; actives 0.063% (n = 320,000); Potency, µM (series often up to 92.2 µM), for inactives: at the highest dose activity change, positive = activation, usual class: activators; H1299 p53-A138V BP100-luciferase reporter, luminescence, 24 h; also: % of control where 0% means no effect; nearly all actives have a fitted effect of over 45% in size
#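 p53-null H1299 cells stably carrying temperature-sensitive p53-A138V and a BP100-luciferase reporter were pinned with compounds (4-point, 1:5 series) and held 24 hrs at 37 deg C. Luminescence was read 10 min after detection reagent.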
# ELG1 genotoxic – qHTS screen for small molecules that induce genotoxicity in human embryonic kidney (HEK293T) cells expressing luciferase-tagged ELG1 | actives 1.3% (n = 330,000) | Potency, µM (series often up to 46 µM), for the others: top-dose activity change, positive = activation, actives largely listed as activators | AID 504466, 2011 | HEK293T ELG1-luciferase reporter, luminescence, 16 h; also: % of control where 0% means no effect; nearly all actives have a fitted effect of over 60% in size
#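 Reporter readout depends on ELG1 protein level, which increases with genetic stress. After 16 hr compound exposure at 37 °C, luciferase activity was quantified using ONE-Glo.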
# BRCA1 expr up – qHTS Assay to Identify Small Molecule Activators of BRCA1 Expression; AID 624202, 2012; MCF7-BRCA1-FFLuc reporter, luminescence, 48 h; response scale: scaled: vehicle 0%, 10 µM genistein 100%; actives 1.1% (n = 380,000); Potency, µM (top dose mostly 46.1 µM), without a hit: at the highest dose activation, most hits filed as activators; also: nearly all actives have a fitted effect of over 80% in size; some results filed as inactive show a strong effect at the top dose
#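 Using MCF7 cells harboring a BRCA1 firefly luciferase reporter, plated 2 h before compound pinning, the screen measured luminescence after 48 h incubation. Responses were normalized to DMSO and 10 microM genistein, then fitted for concentration-effect.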
# * = called active by the depositor; u = inconclusive. Unless noted, calls follow the shape of the dose curve; as a rule, active = well fitted activation curve with a large enough effect; inconclusive = small, poorly fitted or top-dose-only effect; inactive = no such curve, though single readings can be large or run the other way. Potency is read from the fitted curve at half-maximal effect. Some of the compounds tested, so the mix of outcomes need not match the whole.
# Second line of a record: uPA surface inh | p53 reactivation | ELG1 genotoxic | BRCA1 expr up
CCCN1C(=O)C(=O)c2cc(Cl)ccc21
  5.6µM* | -18% | u | -71%
COc1ccc(C2=NOC(Cn3nc(-c4ccccc4)cc3C(=O)NCc3ccco3)C2)cc1 (configuration not stated)
  4% | 1% | -4% | 0%
Cc1cccc(C)c1NC(=O)CN1CCN(C(=O)c2ccc(OCc3cn4ccccc4n3)cc2)CC1
  0% | 4% | -1% | 2%
COc1cccc(C(=O)OCC(=O)N2CCC(Cc3ccccc3)CC2)c1OC
  5% | -3% | -7% | -1%
Cn1cccc1C(=O)OCC(=O)c1c[nH]c2ccccc12
  -4% | u | u | u
COC(=O)[C@H](C)N(Cc1ccc(Cl)c(Cl)c1)S(=O)(=O)CCN1CCCC1
  -27% | -5% | 3% | 0%
CC(NC(=O)CN1C(=O)NC2(CCCCCCC2)C1=O)c1ccccc1 (configuration not stated)
  3% | 0% | 1% | 12%
C=CC[C@H](CC(=O)N(CCO)Cc1ccccc1)C(=O)N[C@H](COC(=O)[C@@H](CC=C)Cc1ccc(F)cc1)C(C)(C)C
  -12% | 12% | -8% | -52%
Cc1cccc(NC(=O)C2CCCCN2S(=O)(=O)c2ccccc2)c1C (configuration not stated)
  -4% | 2% | -3% | 0%
COC(=O)c1cc(OC)c(OC)cc1NC(=O)CSCc1c(C)noc1C
  6% | -2% | 0% | -21%
COc1ccccc1CNC(=O)CN1C(=O)NC(Cc2ccccc2)(c2ccccc2)C1=O (configuration not stated)
  6% | -10% | 4% | -32%
CN(C)C(=O)CCc1ccc2c3c([nH]c2c1)[C@]1(CCC2CCCC2)[C@@H](C(=O)N2CCOCC2)C[C@H](CC(=O)NC(C)(C)C)C(=O)N1CC3
  -9% | 1% | 6% | 2%
CNC[C@H]1Oc2ccc(NC(=O)Nc3ccc(OC)cc3)cc2C(=O)N([C@@H](C)CO)C[C@H]1C
  10% | 3% | 1% | 0%
Cc1sc2ncnc(SCC(=O)Nc3cccc(S(N)(=O)=O)c3)c2c1C
  1% | -16% | -3% | -33%
CC(C)c1cccc(-c2ccc3c(c2)S(=O)(=O)c2cccc(C(=O)NCc4ccccc4Cl)c2C3=O)c1
  u | 5% | 18% | -13%
C=CCN1CCS(=O)(=O)N(Cc2ccccc2)[C@@H](C(C)C)C1=O
  -6% | 13% | 11% | 23%
CCCCn1c(SCC(=O)NNC(=O)c2ccccc2)n[nH]c1=O
  10% | 3% | -2% | 8%
CN(C)C(=O)CCc1ccc2c3c([nH]c2c1)[C@]1(CCC2CCCC2)[C@@H](C(=O)N2CCOCC2)C[C@H](CC(=O)NCc2ccco2)C(=O)N1CC3
  -2% | -1% | 0% | -9%
Cc1noc(C)c1NC(=O)Nc1ccc2c(c1)C(=O)N([C@H](C)CO)C[C@H](C)[C@@H](CN(C)S(=O)(=O)c1c(C)noc1C)O2
  6% | 3% | 1% | 11%
NC(=O)c1ccc(NC(=O)CSc2nnc(C3CC3)n2C2CC2)cc1
  4% | -7% | 1% | -17%

# Next part (5 carried over from the part before).
# Second line of a record: uPA surface inh | p53 reactivation | ELG1 genotoxic | BRCA1 expr up
C=CCN1CCS(=O)(=O)N(Cc2ccccc2)[C@@H](C(C)C)C1=O
  -6% | 13% | 11% | 23%
CCCCn1c(SCC(=O)NNC(=O)c2ccccc2)n[nH]c1=O
  10% | 3% | -2% | 8%
CN(C)C(=O)CCc1ccc2c3c([nH]c2c1)[C@]1(CCC2CCCC2)[C@@H](C(=O)N2CCOCC2)C[C@H](CC(=O)NCc2ccco2)C(=O)N1CC3
  -2% | -1% | 0% | -9%
Cc1noc(C)c1NC(=O)Nc1ccc2c(c1)C(=O)N([C@H](C)CO)C[C@H](C)[C@@H](CN(C)S(=O)(=O)c1c(C)noc1C)O2
  6% | 3% | 1% | 11%
NC(=O)c1ccc(NC(=O)CSc2nnc(C3CC3)n2C2CC2)cc1
  4% | -7% | 1% | -17%
O=c1cc(-c2ccccc2)oc2ccc(Br)cc12
  u | 28% | u | u
COc1ccccc1NC(=O)C/C(N)=N/OCC(=O)Nc1cccc(Cl)c1
  3% | 1% | 2% | -1%
O=C(C[C@@H]1C/C=C/CC[C@H](Cc2ccc(F)cc2)C(=O)OCCNC1=O)N[C@H](CO)Cc1ccccc1
  -7% | -2% | -9% | 0%
COc1ccc(CCNC(=O)COC(=O)c2ccc(S(=O)(=O)N3CCCC3)cc2)cc1OC
  -4% | -10% | 0% | 1%
COc1ccc(NC(=O)Nc2ccc3c(c2)C(=O)N([C@H](C)CO)C[C@H](C)[C@@H](CN(C)S(C)(=O)=O)O3)cc1
  4% | 1% | 2% | -9%
COc1ccc(-c2ccc3c(c2)S(=O)(=O)c2cccc(C(=O)NCCOc4ccccc4Cl)c2C3=O)cc1OC
  8% | -3% | 2% | 0%
CCOC(=O)C1=CC[C@@H](c2cc3cc(OC)ccc3n2C)N(S(=O)(=O)c2ccc(C)cc2)[C@H]1C(=O)OCC
  -8% | -3% | -3% | -2%
Cc1ccc(CN2C(=O)C(=O)c3cc(C)ccc32)cc1
  u | 23% | u | -17%
COc1ccccc1C(=O)OCC(=O)Nc1cccc(S(=O)(=O)NC2=NCCCCC2)c1
  11% | 4% | 2% | -15%
Cc1ccc(NC(=O)CN(C)C(=O)CSc2ccccc2F)cc1
  -2% | 0% | 0% | -1%
C[C@H](CO)N1C[C@H](C)[C@@H](CN(C)C(=O)Nc2ccc(C(F)(F)F)cc2)Oc2c(NC(=O)CCC(F)(F)F)cccc2C1=O
  4% | -4% | -1% | 0%
CC(C)[C@H](NS(=O)(=O)c1ccccc1)C(=O)Nc1nccs1
  5% | -5% | -2% | 1%
C=CCn1c(SCC(=O)c2c(N)n(C)c(=O)n(C)c2=O)nnc1-c1ccoc1C
  -5% | -4% | -4% | 3%
Cc1ccc(NC(=O)CSc2nc(C)c(C)c(C)n2)cc1S(=O)(=O)N1CCOCC1
  4% | -7% | 1% | -14%
O=C(CSc1ccccc1F)NC(=O)c1ccccc1Br
  2% | 3% | 0% | -6%
O=C(COC(=O)COc1ccc(Cl)cc1)NCCCc1ccccc1
  1% | 4% | 0% | -7%
N#Cc1ccc(N[C@@H]2CCN3C(=O)c4ccccc4[C@@H]3C[C@H]2O)cc1
  3% | -7% | 0% | 15%
COc1ccc2[nH]c3c(c2c1)CCN1C(=O)C(CC(=O)NCc2ccc(OC)c(OC)c2)C[C@H](C(=O)N2CCCCC2)[C@@]31CCc1ccccc1 (some centres not stated)
  u | -8% | -1% | -28%
CN(C)CCCNc1oc(-c2ccc(Cl)cc2)nc1S(=O)(=O)c1ccccc1
  -7% | -8% | 2% | -23%
COc1ccc(CNC(=O)C[C@H]2C[C@H](C(=O)N3CCCCC3)[C@@]3(C)c4[nH]c5ccc(Cl)cc5c4CCN3C2=O)cc1OC
  u | -8% | -6% | -49%

# Some of these compounds in order of count of non-hydrogen atoms, low to high:
# Second line of a record: uPA surface inh | p53 reactivation | ELG1 genotoxic | BRCA1 expr up
COC(=O)[C@H](C)N(Cc1ccc(Cl)c(Cl)c1)S(=O)(=O)CCN1CCCC1
  -27% | -5% | 3% | 0%
C=CCn1c(SCC(=O)c2c(N)n(C)c(=O)n(C)c2=O)nnc1-c1ccoc1C
  -5% | -4% | -4% | 3%
COc1ccc(CCNC(=O)COC(=O)c2ccc(S(=O)(=O)N3CCCC3)cc2)cc1OC
  -4% | -10% | 0% | 1%
C=CC[C@H](CC(=O)N(CCO)Cc1ccccc1)C(=O)N[C@H](COC(=O)[C@@H](CC=C)Cc1ccc(F)cc1)C(C)(C)C
  -12% | 12% | -8% | -52%

# (next part)
# Second line of a record: uPA surface inh | p53 reactivation | ELG1 genotoxic | BRCA1 expr up
COc1cc2oc(=O)ccc2cc1-c1c(OC)ccc2ccc(=O)oc12
  8.9µM* | -7% | 9% | -20%
CCN1C(=O)[C@H]2[C@@H](c3ccc(-c4cccc(Cl)c4)c(OC)c3)N3CCCC[C@@]3(C(=O)OC)[C@H]2C1=O
  2% | 0% | -3% | 0%
CC(=O)c1cccc(NC(=O)CNC(=O)Cc2cccc3ccccc23)c1
  0% | -9% | -3% | -21%
O=C(Cc1ccccc1F)NNC(=O)c1cccs1
  0% | 30% | 2% | 5%
Cc1ccc(C(=O)N[C@H](C(=O)NC2CCCCC2)C(C)C)cc1
  5% | -1% | 0% | -8%
COc1ccc(C2=NOC(Cn3nc(-c4ccccc4)cc3C(=O)NCc3ccccc3OC)C2)cc1 (configuration not stated)
  9% | 6% | -2% | -16%
CC(=O)C[C@H](O)CC(=O)[C@@H]1OC(=O)CCCCCc2ccccc21
  20% | 2% | 2% | 16%
CCCSc1ccc([C@@H]2[C@H]3C(=O)N(C)C(=O)[C@H]3[C@]3(C(=O)OC)CCCN23)cc1OC
  6% | -5% | 6% | 4%
CN(CC(=O)Nc1ccc(F)c(F)c1F)C(=O)c1nn(Cc2ccccc2)c(=O)c2ccccc12
  1% | 0% | 8% | -14%
COc1ccc(NC(=O)CN(C)C(=O)c2ccc3ccccc3n2)cc1
  3% | -3% | 1% | -14%
Cc1ccc2c(c1)C(=O)N1[C@H]3c4cc(Cl)ccc4OC[C@@H]3[C@H](c3ccccc3)[C@]1(C)C(=O)N2
  u | 0% | 1% | -54%
CC[C@]12c3[nH]c4ccccc4c3CCN1C(=O)C(CC(=O)NCCc1ccccn1)C[C@@H]2C(=O)N1CCN(C(=O)C2CC2)CC1 (some centres not stated)
  -1% | 10% | 2% | 1%
Cc1ccc2c(c1)[C@H]1[C@H](CO2)[C@H](c2ccccc2)[C@]2(C)C(=O)N(CC3CCCO3)CC(=O)N12 (some centres not stated)
  11% | -3% | -1% | 0%
COCC(C)n1c(C)cc(C(=O)COC(=O)c2cnc(Cl)c(Cl)c2)c1C (configuration not stated)
  -11% | 23% | 0% | -38%
Cc1cc(C)nc(NNS(=O)(=O)c2ccc(Cl)cc2)n1
  -1% | 4% | -1% | -29%
Cc1ccc(S(=O)(=O)N2CCCCC2)cc1NC(=O)Cc1cccs1
  9% | 0% | 1% | -9%
COC(=O)[C@]1(C)N[C@H](CN(C)C(=O)Nc2ccc(OC)cc2)[C@@H]2C(=O)N(C)C(=O)[C@@H]21
  9% | 10% | 1% | 40%
Cc1cc(F)ccc1S(=O)(=O)Nc1ccc(C(=O)N2CCCCC2)cc1
  -4% | -5% | -1% | -10%
O=S1(=O)c2ccccc2OC(COCc2ccccc2)CN1Cc1ccccc1 (configuration not stated)
  2% | 10% | -3% | -16%
C#CCOCCOCCOCCNc1nc(N2CCN(C(=O)[C@H](CCCCN)n3cc([C@@H](N)CO)nn3)CC2)nc(N2CCN(C(=O)[C@H](CCCCN)n3cc([C@@H](N)CC(C)C)nn3)CC2)n1
  -6% | 0% | 2% | 3%

# More structures.
# Second line of a record: uPA surface inh | p53 reactivation | ELG1 genotoxic | BRCA1 expr up
CCN(C(=O)COC(=O)CN1C(=O)c2ccccc2C1=O)c1ccccc1
  8% | 0% | 3% | -8%
O=C(COC(=O)/C=C/c1ccc(OC(F)F)cc1)NC1CCCCCC1
  5% | 5% | 0% | -1%
Cn1cc(C(=O)NCC(=O)Nc2ccccc2Br)cn1
  8% | 5% | 3% | 19%
C#CCCC/C(=C\C(=O)N(C)[C@H](C(=O)N(C)[C@H](C(=O)N(C)[C@H](C(=O)N(C)[C@H](C(N)=O)C(C)C)C(C)C)C(C)C)C(C)C)OC
  14% | 1% | -6% | -20%
CC(C)[C@H](NC(=O)c1ccccc1)C(=O)OCC(=O)Nc1ccc(S(=O)(=O)N2CCOCC2)cc1
  4% | -3% | 1% | -17%
C[C@@H]1CN([C@@H](C)CO)C(=O)c2cccc(NS(C)(=O)=O)c2O[C@H]1CN(C)C(=O)Nc1ccc(F)cc1
  6% | -6% | 1% | -2%
C#CCOCCOCCOCCNc1nc(N2CCN(C(=O)[C@H](CCC(=O)O)n3cc([C@@H](N)CC(N)=O)nn3)CC2)nc(N2CCN(C(=O)[C@H](CCC(=O)O)n3cc([C@@H](N)CC(N)=O)nn3)CC2)n1
  8% | 5% | 0% | 6%
